TrxR1 substrate = substrates of rat thioredoxin reductase 1; purified TrxR1 substrate turnover, NADPH consumption readout; Potency, µM (titrated, usually from 114 µM), without a hit: top-dose activity change, negative = substrate turnover; 390,000 tested, 0.01% active; O89049; AID 588456; further: potency means the concentration at half of the fitted maximal effect; on the % scale 0 is the no-effect control and ±100 the full control effect; nearly all actives have a fitted effect of over 50% in size
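Rat TrxR1, dispensed at 90 nM, was prereduced with 400 uM NADPH (final) for 5 min at ~22 deg C, then incubated with compound 15 min before 400 uM selenite. A first-read NADPH fluorescence drop versus no-compound background flagged substrates.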
TRHR enhancer = allosteric enhancers of human TRH receptor | AID 493056 | TRHR cells, fluo-8 calcium fluorescence, EC20 TRH enhancement | P34981 | 360,000 tested, 0.66% active | enhancement, % at 2 µM; in the data active means enhancement above about 30%; further: 0% is about no effect
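TRHR-expressing cells loaded with fluo-8 calcium dye were read kinetically (ex 480/em 530) during compound addition, then stimulated with an EC20 of TRH (10 nM final). Enhancement of the Gq-mediated intracellular calcium response was scored.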
USP1-UAF1 inh = inhibitors of human USP1/UAF1 deubiquitinase; AID 743255; 390,000 tested, 0.23% active; recombinant USP1/UAF1, Ub-Rhodamine cleavage fluorescence; Potency, µM (highest dose often 57.1 µM), inactives show at the top dose activity change, negative = inhibition, most hits filed as inhibitors; O94782; further: potency means the concentration at half of the fitted maximal effect; on the % scale 0 is the no-effect control and ±100 the full control effect; nearly all actives have a fitted effect of over 60% in size; inactives centre near -12
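In this screen, compounds sit with the deubiquitinase complex (1nM) for 15 min at room temperature before Ub-Rho is added at 150nM final. Fluorescence rise is then followed for 6 reads every 60 seconds.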
TRHR agonist = activates the human TRH receptor; activation, % at 2 µM; TRHR cells, calcium flux fluo-8, FDSS agonist mode; 360,000 tested, 0.18% active; in the data active means activation above about 30%; further: 0% is about no effect
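Agonist-mode FDSS calcium read (Ex 480/Em 530, 1 s cycles) in 1536-well TRHR cells with fluo-8 dye, after 10-cycle baseline and 23 nL compound addition; TRH at EC20 (10 nM final) added afterwards for the enhancer phase.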
mIDH1 inhibitor = human IDH1 R132H inhibition | O75874 | IDH1-R132H enzyme, NADPH consumption, diaphorase/resazurin fluorescence | AID 602179 | 390,000 tested, 0.093% active | Potency, µM (series often up to 76.6 µM), inactives show top-dose activity change, negative = inhibition, most hits filed as inhibitors; further: potency means the concentration at half of the fitted maximal effect; on the % scale 0 is the no-effect control and ±100 the full control effect; nearly all actives have a fitted effect of over 65% in size
Target sequence (O75874 whole entry R132H, stated change not applied): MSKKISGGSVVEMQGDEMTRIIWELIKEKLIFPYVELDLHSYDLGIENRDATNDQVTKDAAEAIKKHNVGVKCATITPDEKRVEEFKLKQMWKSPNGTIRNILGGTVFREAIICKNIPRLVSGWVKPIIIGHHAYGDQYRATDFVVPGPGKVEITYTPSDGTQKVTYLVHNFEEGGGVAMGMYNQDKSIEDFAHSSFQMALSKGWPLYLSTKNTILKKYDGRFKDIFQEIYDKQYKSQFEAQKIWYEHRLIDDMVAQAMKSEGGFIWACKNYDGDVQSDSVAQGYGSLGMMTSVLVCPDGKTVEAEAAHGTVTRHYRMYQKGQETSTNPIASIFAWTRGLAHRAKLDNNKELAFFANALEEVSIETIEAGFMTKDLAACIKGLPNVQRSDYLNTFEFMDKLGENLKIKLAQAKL
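IDH1-R132H (0.5 ug/mL dispensed) in pH 7.5 Tris buffer was preincubated 30 min with compound, then given a substrate mix of 0.016 mM NADPH and 2 mM alpha-KG for 80 min at room temperature; remaining NADPH was read by diaphorase/resazurin fluorescence.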
rTrxR1 inhibitor = rat TrxR1 inhibition; O89049; recombinant rTrxR1, NADPH fluorescence consumption, selenite substrate; Potency, µM (highest dose often 114 µM), without a hit: at the top dose activity change, negative = inhibition, actives largely listed as inhibitors; 390,000 tested, 1% active; further: potency means the concentration at half of the fitted maximal effect; on the % scale 0 is the no-effect control and ±100 the full control effect; nearly all actives have a fitted effect of over 65% in size
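Rat TrxR1 (90 nM in the dispensed reagent) was pre-reduced with 400 uM NADPH for 5 min at room temperature, then incubated with compound for 15 min. After 400 uM selenite was added, NADPH fluorescence (Ex 340/Em 450 nm) was followed for 8 min.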
D2 agonist = activates the human D2 dopamine receptor; P14416; HEK293 T-REx D2 cells, calcium flux agonist mode; activation, % at 2 µM; 340,000 tested, 0.53% active; AID 485358;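 active means activation over 3 SD above normal in the single-dose calcium agonist read, cut at about 30% in these data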; further: 0% is about no effect
Target sequence (P14416 whole entry, looked up): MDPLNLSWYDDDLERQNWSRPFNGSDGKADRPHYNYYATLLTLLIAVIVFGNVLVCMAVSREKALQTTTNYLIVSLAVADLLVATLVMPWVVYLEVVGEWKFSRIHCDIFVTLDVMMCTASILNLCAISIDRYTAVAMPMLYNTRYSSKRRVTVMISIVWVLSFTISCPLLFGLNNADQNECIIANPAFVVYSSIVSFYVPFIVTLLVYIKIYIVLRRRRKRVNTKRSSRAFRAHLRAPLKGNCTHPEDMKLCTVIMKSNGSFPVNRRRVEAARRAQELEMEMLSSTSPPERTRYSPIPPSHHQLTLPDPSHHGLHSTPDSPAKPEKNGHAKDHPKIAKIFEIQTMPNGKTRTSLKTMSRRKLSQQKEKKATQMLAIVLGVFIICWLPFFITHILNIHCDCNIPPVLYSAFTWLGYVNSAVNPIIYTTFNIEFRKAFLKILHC
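HEK293 Trex D2 cells, tetracycline-induced, o/n 30 C 5% CO2; no-wash Ca dye, RT 30–90 min; 10-cycle baseline, 23 nl cpd added, kinetic Ca read 180 s; agonist hits = positive Ca response.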
D2 antag = antagonists of human D2 dopamine receptor. P14416. HEK293 TREx D2 cells, calcium flux, dopamine EC80. inhibition, % at 10 µM. 340,000 tested, 2% active. AID 485344; in the data active means inhibition above about 30%; further: 0% is about no effect
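Dopamine at EC80 is the agonist stimulus; test compounds precede it by 180 s. Calcium flux read kinetically in a force-coupled, inducible HEK293 T-REx D2 cell line.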
Pin1 inhibitor = blocks the human prolyl isomerase Pin1 | 390,000 tested, 0.009% active | Pin1 FP peptide displacement, HiFluor488, 10 min | Q13526 | Potency, µM (series often up to 115 µM), for inactives: at the top dose activity, negative = inhibition, actives largely listed as inhibitors; active means well fitted inhibition curve with a large enough effect in the polarisation, with a control signal flat, not every such curve was filed as active; inconclusive means small, poorly fitted or top-dose-only effect, or effect the other way, or a change in a side signal; inactive means no such curve, though single readings can be large or run the other way; the % refers to the polarisation; further: potency means the concentration at half of the fitted maximal effect; on the % scale 0 is the no-effect control and ±100 the full control effect
Target sequence (Q13526 whole entry, looked up): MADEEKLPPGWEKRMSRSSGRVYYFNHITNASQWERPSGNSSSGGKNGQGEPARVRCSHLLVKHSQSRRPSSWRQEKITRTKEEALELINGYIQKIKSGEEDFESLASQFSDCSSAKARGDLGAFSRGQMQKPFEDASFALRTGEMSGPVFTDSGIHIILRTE
The depositor's hits bear a star; ? = inconclusive; nt = not tested or not shown; [ ] = dose if it differs, or a comment. Unless noted, the call rests on the fitted dose curve; in most records, active means well fitted inhibition curve with a large enough effect; inconclusive means small, poorly fitted or top-dose-only effect; inactive means no such curve, though single readings can be large or run the other way.

SMILES | TrxR1 substrate | TRHR enhancer | USP1-UAF1 inh | TRHR agonist | mIDH1 inhibitor | rTrxR1 inhibitor | D2 agonist | D2 antag | Pin1 inhibitor
OC(CNC1CCCc2ccccc21)COc1ccc2ccccc2c1 (stereo not given) | -2% | 7 | -20% | 0.8 | 6% | 19% | 0.6 | -4 | 0%
CN(C)CC(C)(C)CNC(=S)Nc1ccc(S(=O)(=O)N2CCOCC2)cc1 | 0% | 4 | -6% | 0.5 | 1% | -4% | 0.7 | 2 | -9%
O=C(NCCc1ccccc1)c1ccc(CS(=O)(=O)Cc2ccccc2Cl)o1 | 0%[57.1 µM] | -1 | -3% | -0.6 | 13% | -2%[57.1 µM] | -0.3 | nt | 3%
CN(CC(=O)Nc1ccc(Cl)cc1F)C1CCS(=O)(=O)C1 (stereo not given) | 2% | 4 | -8% | 0.4 | 9% | 14% | -0.2 | 8 | -1%
COc1ccc(N2CCN(CC(O)COc3ccc(C(C)C)c(C)c3)CC2)cc1 (stereo not given) | -2% | -5 | -19% | 0.4 | -6% | 1% | nt | nt | 7%
COc1ccc(NC(=S)NC(NC(C)=O)C(Cl)(Cl)Cl)c([N+](=O)[O-])c1 (stereo not given) | 3%[57.1 µM] | -1 | -6% | -1.0 | -3% | -2%[57.1 µM] | 0.2 | 3 | 5%
Clc1ccc(CN2C3=NCCN3c3ccccc32)cc1Cl | -7% | -11 | -4% | 7.9 | 2% | 12% | -2.9 | -4 | 12%
O=C(NNS(=O)(=O)c1ccc(Cl)cc1)c1cc(-c2ccccc2)nc2ccccc12 | 1% | 10 | ? | -0.2 | -6% | 9% | nt | nt | -8%
Cc1onc(-c2ccccc2)c1C(=O)N1CCOC12CCN(c1cccc(F)n1)CC2 | -6%[57.1 µM] | 8 | -19% | -0.1 | -1% | -7%[57.1 µM] | -0.4 | -1 | 1%
CC(C)=CCC/C(C)=C/C(N)=O | 8% | 5 | -17% | -1.2 | 3% | 22% | 0.2 | -11 | -2%
O=C(Cc1ccccc1C(=O)O)Nc1cccc2ccccc12 | 1% | 1 | -4% | 0.9 | -5% | 5% | 1.2 | 15 | -1%
Cc1cc(NC(=O)CSc2ccc3nnc(-c4cccnc4)n3n2)no1 | 32%[activator] | 8 | -19% | 0.5 | 9% | 21% | 0.9 | -10 | -1%
NS(=O)(=O)c1ccc(CCNC(=O)C2CCCN2C(=O)OCc2ccccc2)cc1 (stereo not given) | 14%[57.1 µM] | -24 | -2% | -0.5 | 1% | 15%[57.1 µM] | -4.7 | -25 | -3%
COc1ccc(CN2CCN(CCCc3ccccc3)CC2)c(OC)c1 | nt | 55* | nt | -0.1 | nt | nt | 0.0 | -11 | nt
C=CCNc1nc(C(=O)OC(C)C(=O)c2ccc(C)cc2)cs1 (stereo not given) | -6% | nt | -8% | nt | 3% | 3% | nt | nt | 2%
CC(=O)Nc1cccc(/C(C)=N/NC(=O)c2cccs2)c1 | 2% | 2 | -9% | -1.0 | 3% | 11% | 0.5 | -10 | -5%
N#Cc1ccc(C(=O)NC2CCCCCCC2)cc1 | 6% | -6 | -6% | -0.7 | 10% | 18% | -0.3 | -10 | -4%
Cc1ccc(C)c(S(=O)(=O)N2CCCOC2CNC(=O)C(=O)NC2CC2)c1 (stereo not given) | 5% | 2 | -21% | 0.2 | -1% | 10% | 1.4 | 5 | -7%
COc1ccccc1N(CC(=O)Nc1c(C)n(C)n(-c2ccccc2)c1=O)S(=O)(=O)c1ccc(C)cc1 | 7% | -1 | -10% | -1.3 | -16% | 22% | -0.5 | -6 | -5%
CCCCCC/C(=N\NS(C)(=O)=O)c1ccccc1 | 0%[57.1 µM] | 0 | -11% | -0.3 | -2% | 8%[57.1 µM] | -0.7 | -29 | -5%
CC1Cc2ccccc2N1C(=O)c1cnc2n(c1=O)CCS2 (stereo not given) | -2%[57.1 µM] | -4 | 2% | 0.2 | 6% | -2%[57.1 µM] | 0.6 | 15 | -1%
COC(=O)c1ccc(Oc2nc(NC(C)C)nc(SC)n2)cc1 | 13%[57.1 µM] | 3 | -18% | -0.5 | 2% | 32%[57.1 µM] | 6.2 | 3 | 4%
N#Cc1ccc2ccn(CC(=O)NC3CCCCCC3)c2c1 | 9% | -2 | ? | -0.2 | -1% | 23% | 4.5 | -8 | -3%
O=C(COc1ccc(Br)cc1Cl)c1ccc[nH]1 | 0% | -6 | 0% | -1.1 | -3% | 0%[57.1 µM] | -0.5 | -4 | 6%
O=C(CNc1n[nH]c(=O)[nH]c1=O)N/N=C/c1cccnc1 | 6% | -7 | -13% | 0.1 | -13% | 35% | 0.1 | 11 | 2%
O=C(NCCN1CCCCC1)c1cc(OCC(F)(F)F)ccc1OCC(F)(F)F | 2% | 5 | -1% | -0.1 | 5% | -4% | 0.9 | 5 | -1%
CCC(Oc1ccc2c(c1)C(=O)CC(C)(C)O2)C(=O)NCCN1CCCCCC1 (stereo not given) | 194%[activator] | 18 | -7% | 1.2 | 5% | ? | 0.4 | -5 | -8%
Cc1ccc2c(c1)C1CC(C)(O2)N(c2cccc(C(=O)N3CCN(c4ccccn4)CC3)c2)C(=O)N1 (stereo not given) | 3% | -6 | -27% | -1.3 | 0% | 17% | 0.8 | -8 | 4%
C=C(C)CN(CC)CCC(=O)Nc1ccc(OC)cc1OC | 10% | 4 | -16% | 0.2 | 6% | 18% | 1.2 | -12 | -3%
COc1cc(N(C(=O)Cc2cccs2)C(C(=O)NC2CCCCC2)c2ccc(C)cc2)ccc1-n1cnnn1 (stereo not given) | -2% | -1 | -4% | -0.3 | 23µM* | 1% | 0.8 | 0 | -13%

The closing 3 records of the part before come first, to join the parts.
SMILES | TrxR1 substrate | TRHR enhancer | USP1-UAF1 inh | TRHR agonist | mIDH1 inhibitor | rTrxR1 inhibitor | D2 agonist | D2 antag | Pin1 inhibitor
Cc1ccc2c(c1)C1CC(C)(O2)N(c2cccc(C(=O)N3CCN(c4ccccn4)CC3)c2)C(=O)N1 (stereo not given) | 3% | -6 | -27% | -1.3 | 0% | 17% | 0.8 | -8 | 4%
C=C(C)CN(CC)CCC(=O)Nc1ccc(OC)cc1OC | 10% | 4 | -16% | 0.2 | 6% | 18% | 1.2 | -12 | -3%
COc1cc(N(C(=O)Cc2cccs2)C(C(=O)NC2CCCCC2)c2ccc(C)cc2)ccc1-n1cnnn1 (stereo not given) | -2% | -1 | -4% | -0.3 | 23µM* | 1% | 0.8 | 0 | -13%
O=C(CCc1ccccc1)Nc1cccnc1 | 4% | 1 | -18% | -0.1 | -6% | 25% | 0.4 | -11 | -5%
Cc1c(/C=N\NC(=O)c2ccc(F)cc2)cnn1C | -8% | 0 | 6% | 0.3 | -1% | -9% | -5.5 | -3 | 3%
CC(=O)C1=C(C)Nc2ncnn2C1c1ccccc1F (stereo not given) | -1% | 0 | -23% | 0.0 | 21% | 19% | -0.3 | -3 | 2%
Cc1sc2ncn(CC(=O)Nc3cccc(C(F)(F)F)c3)c(=O)c2c1S(=O)(=O)N1CCN(C)CC1 | -5% | 19 | ? | -0.1 | 0% | 1% | nt | nt | -4%
COc1ccccc1Nc1nc(N)nc(CSC(=S)N2CCC(C)CC2)n1 | 5%[57.1 µM] | -9 | -25% | 0.3 | 5% | 8%[57.1 µM] | 0.4 | 9 | 3%
Fc1ccc2nc(Nc3ccccc3)sc2c1 | 2%[57.1 µM] | 5 | -14% | 0.1 | 6% | -3%[57.1 µM] | 0.0 | -1 | 2%
O=C(NCCS(=O)(=O)N1CCN(c2ccccc2F)CC1)c1cccc(Br)c1 | 11%[57.1 µM] | -2 | -22% | -0.4 | -10% | 35%[57.1 µM] | 0.2 | 5 | 7%
CN1CCN(C2Cc3ccc(F)cc3Sc3cc(F)c(Cl)cc32)CC1 (stereo not given) | -1% | nt | -21% | nt | 7% | 15% | nt | nt | 3%
CN(CCOc1ccc(Cl)cc1)C(=O)C1=CC=CN2CCS(=O)(=O)N=C12 | 5% | nt | -11% | nt | 8% | 15% | nt | nt | -7%
COc1cccc(/C=N/Nc2ccc(Cl)nn2)c1OC | -1% | nt | -22% | nt | -3% | 14% | nt | nt | 0%
CN(C)c1ccc(C2Nc3cccc4cccc(c34)N2)cc1 | -6% | 13 | ? | 0.1 | 4% | -9% | nt | nt | 1%
COc1ccc(C2=NS(=O)(=O)N(C)C(C(=O)Nc3ccc(C)cc3)=C2)cc1 | 0%[57.1 µM] | 4 | -21% | 0.8 | 2% | 6%[57.1 µM] | 0.4 | 2 | 3%
Cc1cccc(S(=O)C(c2ccccc2)c2ccccc2)c1 (stereo not given) | 5%[57.1 µM] | nt | -13% | nt | 10% | 6%[57.1 µM] | nt | nt | 1%
O=C(NCCOc1ccccc1)[C@@H]1CCCN1C(=O)c1cccs1 | -1% | nt | 4% | nt | -3% | 12% | nt | nt | 6%
Cn1c(=O)c2c(nc(OCc3cccnc3)n2Cc2ccccc2)n(C)c1=O | -2% | -6 | -17% | -0.6 | 4% | -2% | -1.4 | -10 | ?
COc1ccccc1C(=O)O/N=C(\c1ccccc1)c1ccncc1 | -14% | 7 | -10% | -2.0 | -3% | -19% | -1.8 | 5 | 4%
CCn1cnc2c1c(=O)n(CC(=O)O)c(=O)n2Cc1ccccc1 | -6% | 24 | -9% | -0.5 | 0% | 1% | 0.3 | -18 | -9%
CN(CC(=O)OCC(=O)c1c(N)n(C)c(=O)n(C)c1=O)S(=O)(=O)c1ccc(Cl)cc1 | 4% | 0 | -11% | 0.2 | 9% | 19% | 0.5 | 10 | 0%
CCCn1c(NC(=O)c2ccc(Br)cc2)nc2ccccc21 | 50%[activator][57.1 µM] | -3 | -16% | -0.3 | 6% | 23%[57.1 µM] | 0.4 | 13 | 0%
O=C(NNC(=S)NC1CCCCC1)c1ccccc1O | 5% | 11 | -28% | 1.4 | -10% | 4% | 2.3 | 4 | -7%
Cc1ccccc1OCC(=O)OCC(=O)NCC1CCCCC1 | 1% | nt | -23% | nt | -12% | 13% | nt | nt | 9%

Screening data as filed in PubChem.

This is a subset; rates above refer to the full screens.
